Screening results: PubChem, The Scripps Research Institute Molecular Screening Center
PAFAH2 inh: PAFAH2 (human) inhibition | Q99487 | recombinant PAFAH2, FP-rhodamine activity probe, fluorescence polarization | inhibition, % at 3.39 µM | hit rate 0.99% among 340,000 | AID 492956;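 active means inhibition above the mean over all tested compounds plus 3 SD, cut at about 30% in these data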;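 further: inhibitors block probe labeling of enzyme so polarization drops; 0% = enzyme with DMSO and 100% = wells lacking PAFAH2 protein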
PAFAH1B2 FP inh: inhibitors of human PAFAH1B2 | P68402 | recombinant PAFAH1B2, FP-rhodamine activity probe, fluorescence polarization | inhibition, % at 3.39 µM | hit rate 1.2% among 340,000;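 active means inhibition above the mean of all tested compounds plus 3 SD, cut at about 24% in these data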;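 further: 0% = enzyme with DMSO and 100% = wells lacking PAFAH1B2; many of its hits are not listed in these tables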
LYPLA2 inh: blocks human lysophospholipase 2, a PME1 counter-screen; O95372; recombinant LYPLA2, FP-Rh probe fluorescence polarization; inhibition, % at 5.9 µM; hit rate 0.38% among 320,000; AID 2177;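 active means inhibition above the screen-wide mean plus 3 SD, limit set per campaign, cut at about 26% in these data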;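 further: 0% = LYPLA2 with DMSO and 100% = wells lacking LYPLA2 enzyme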
Target sequence (O95372 whole entry, looked up): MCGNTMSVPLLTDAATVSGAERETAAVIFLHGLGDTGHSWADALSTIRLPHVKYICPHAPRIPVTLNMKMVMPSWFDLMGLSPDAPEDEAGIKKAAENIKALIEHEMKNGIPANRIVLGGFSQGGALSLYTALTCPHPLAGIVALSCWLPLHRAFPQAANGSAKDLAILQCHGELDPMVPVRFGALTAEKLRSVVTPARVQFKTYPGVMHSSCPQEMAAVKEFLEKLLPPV
LYPLA1 inh: LYPLA1 (human) inhibition in PME1 counter-screen. inhibition, % at 5.9 µM. recombinant LYPLA1, FP-Rh probe fluorescence polarization. O75608. hit rate 0.16% among 320,000. AID 2174;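 active means inhibition above the mean of all tested compounds plus 3 SD, set per campaign, cut at about 14% in these data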;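 further: inhibitors block serine hydrolase probe labeling of LYPLA1 so polarization falls; 0% = enzyme with DMSO and 100% = wells lacking LYPLA1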
Target sequence (O75608 whole entry, looked up): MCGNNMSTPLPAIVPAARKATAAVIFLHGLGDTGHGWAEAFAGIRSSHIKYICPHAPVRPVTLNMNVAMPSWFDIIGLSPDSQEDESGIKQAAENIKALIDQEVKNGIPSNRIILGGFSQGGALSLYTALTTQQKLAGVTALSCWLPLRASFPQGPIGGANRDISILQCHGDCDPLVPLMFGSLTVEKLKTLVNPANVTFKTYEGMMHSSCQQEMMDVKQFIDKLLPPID
EBNA-1 inh: blocks EBNA-1 binding to DNA | EBNA-1 DNA binding, fluorescence polarization | inhibition, % at 14.8 µM | hit rate 0.34% among 300,000; in the data active means inhibition above about 28%
PAFAH1B3 FP inh: inhibitors of human PAFAH1B3. recombinant PAFAH1B3, FP-rhodamine probe, fluorescence polarization. inhibition, % at 3.39 µM. hit rate 0.28% among 340,000;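 active means inhibition above the screen-wide average of all tested compounds plus 3 SD, cut at about 25% in these data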;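 further: 0% = enzyme with DMSO only and 100% = wells lacking PAFAH1B3 protein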
Target sequence (Q15102 whole entry, looked up): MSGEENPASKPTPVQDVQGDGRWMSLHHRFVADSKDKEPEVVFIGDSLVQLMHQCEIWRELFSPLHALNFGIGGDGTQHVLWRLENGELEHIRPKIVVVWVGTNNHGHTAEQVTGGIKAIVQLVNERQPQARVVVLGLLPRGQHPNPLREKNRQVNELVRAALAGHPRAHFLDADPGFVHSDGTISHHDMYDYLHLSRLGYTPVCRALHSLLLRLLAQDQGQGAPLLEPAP
PREPL inhibitor: inhibitors of human prolyl oligopeptidase-like enzyme PREPL; inhibition, % at 5.96 µM; recombinant PREPL, fluorescence polarization activity-based probe; hit rate 0.68% among 320,000; in the data active means inhibition above about 43%;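 further: 0% = enzyme with DMSO and 100% = wells lacking enzyme; many of its hits are not listed in these tables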
ZTA counter: counter-screen for EBNA-1 inhibitors: inhibitors of Epstein-Barr virus ZTA | P03206 | hit rate 0.15% among 320,000 | inhibition, % at 11 µM | AID 2234 | ZTA-DNA binding, fluorescence polarization; in the data active means inhibition above about 33%
Target sequence (P03206 whole entry, looked up): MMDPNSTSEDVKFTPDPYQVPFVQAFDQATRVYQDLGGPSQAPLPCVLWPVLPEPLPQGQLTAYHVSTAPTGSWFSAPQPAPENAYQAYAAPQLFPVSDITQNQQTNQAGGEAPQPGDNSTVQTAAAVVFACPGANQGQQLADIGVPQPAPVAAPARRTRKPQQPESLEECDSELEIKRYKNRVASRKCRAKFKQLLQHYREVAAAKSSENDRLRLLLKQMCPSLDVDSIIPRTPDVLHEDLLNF
pPAFAH inh: pPAFAH (human) enzyme inhibition; Q13093; recombinant pPAFAH, FP-rhodamine probe fluorescence polarization; inhibition, % at 3.39 µM; hit rate 1.5% among 330,000; AID 463082;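 active means inhibition above the mean inhibition across the screen plus 3 SD, cut at about 25% in these data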;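 further: inhibitors block binding of the rhodamine activity-based probe so polarization drops; 0% = enzyme with DMSO and 100% = wells lacking pPAFAH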
Active calls of the source: *; . = not tested or not shown.

Start of the listing, in advance, three compounds:
item	compound	PAFAH2 inh	PAFAH1B2 FP inh	LYPLA2 inh	LYPLA1 inh	EBNA-1 inh
1	N#Cc1cc2c(nc1SCc1ccccc1)CCC2	-9	3	-2	0	4
2	O=C(COC(=O)C1=COCCO1)Nc1ncc(C(F)(F)F)cc1Cl	4	-2	0	3	-10
3	NC(=O)c1c(NC(=S)Nc2ccc(F)cc2)sc2c1CCCC2	1	4	-4	2	-18

item	PAFAH1B3 FP inh	PREPL inhibitor	ZTA counter	pPAFAH inh
1	-10	12	-4	2
2	6	20	-13	6
3	1	3	-2	4

This part in full, from the start:
item	compound	PAFAH2 inh	PAFAH1B2 FP inh	LYPLA2 inh	LYPLA1 inh	EBNA-1 inh
1	N#Cc1cc2c(nc1SCc1ccccc1)CCC2	-9	3	-2	0	4
2	O=C(COC(=O)C1=COCCO1)Nc1ncc(C(F)(F)F)cc1Cl	4	-2	0	3	-10
3	NC(=O)c1c(NC(=S)Nc2ccc(F)cc2)sc2c1CCCC2	1	4	-4	2	-18
4	COc1cc(C2Nc3ccccc3NC3=C2C(=O)CC(C)(C)C3)cc(OC)c1OC (centres undefined)	5	-10	-4	0	-5
5	Cc1ccc(C(=O)Nc2nc3ccccc3n2CCN2CCCC2)cc1	-4	2	-3	1	-7
6	Cc1cccc(/C=N/NC(=O)Cn2nccc2C)n1	2	4	-2	0	22
7	COc1ccc(Cl)cc1NC(=O)/C=C\C(=O)O	2	2	13	6	-2
8	O=C(Nc1cccc(-c2cnc3ccccc3n2)c1)c1cccc(NC(=O)c2ccco2)c1	-36	-20	-33	-14	12
9	Cc1nc(C)c(C(=O)N(c2ccc(F)cc2)C(C(=O)NCC2CCCO2)c2ccccc2)s1 (centres undefined)	1	-1	-1	0	-12
10	O=C(CN1C(=O)C2C3c4ccccc4C(c4ccccc43)C2C1=O)Nc1cccc(C(=O)O)c1 (centres undefined)	-6	0	5	1	-10
11	Nc1cc(N)cc(-c2nc3ccccc3o2)c1	4	6	7	2	12
12	CC(=O)n1cc(/C=N/NC(N)=S)c2ccccc21	2	3	8	0	-5
13	CSC1=C(C#N)C(c2ccc(C(C)C)cc2)CC(=O)N1 (centres undefined)	7	3	8	3	13
14	Cc1ccccc1NC(=O)CN1C(=O)NC(C)(CCc2ccccc2)C1=O (centres undefined)	5	5	0	-2	1
15	Cc1c(Br)c([N+](=O)[O-])nn1CC(=O)NCc1ccco1	0	-3	1	-1	1

item	PAFAH1B3 FP inh	PREPL inhibitor	ZTA counter	pPAFAH inh
1	-10	12	-4	2
2	6	20	-13	6
3	1	3	-2	4
4	4	12	-11	1
5	4	23	-15	8
6	1	11	-14	4
7	3	12	-32	7
8	-20	-82	18	-16
9	2	10	-2	0
10	4	-11	4	-7
11	1	55*	-2	12
12	1	0	-1	0
13	6	1	-1	-2
14	13	-4	2	-3
15	-5	2	14	5

Compound profiles, from the list above. Order of values: PAFAH2 inh | PAFAH1B2 FP inh | LYPLA2 inh | LYPLA1 inh | EBNA-1 inh | PAFAH1B3 FP inh | PREPL inhibitor | ZTA counter | pPAFAH inh
Listed for Cc1nc(C)c(C(=O)N(c2ccc(F)cc2)C(C(=O)NCC2CCCO2)c2ccccc2)s1 (centres undefined) : 1 | -1 | -1 | 0 | -12 | 2 | 10 | -2 | 0
Listed for NC(=O)c1c(NC(=S)Nc2ccc(F)cc2)sc2c1CCCC2 : 1 | 4 | -4 | 2 | -18 | 1 | 3 | -2 | 4
Listed for N#Cc1cc2c(nc1SCc1ccccc1)CCC2 : -9 | 3 | -2 | 0 | 4 | -10 | 12 | -4 | 2
Listed for COc1ccc(Cl)cc1NC(=O)/C=C\C(=O)O : 2 | 2 | 13 | 6 | -2 | 3 | 12 | -32 | 7
Listed for Cc1ccccc1NC(=O)CN1C(=O)NC(C)(CCc2ccccc2)C1=O (centres undefined) : 5 | 5 | 0 | -2 | 1 | 13 | -4 | 2 | -3

Next section:
item	compound	PAFAH2 inh	PAFAH1B2 FP inh	LYPLA2 inh	LYPLA1 inh	EBNA-1 inh
16	COC(=O)c1ccc(COc2cccc(OC)c2)o1	2	-6	3	0	15
17	COCCNC(=O)C(c1cccs1)N(C(=O)Cn1nnc2ccccc21)c1ccc2c(c1)OCO2 (centres undefined)	-7	-3	-1	-4	3
18	CCOc1ccccc1C(=O)OCC(=O)Nc1cccc(S(=O)(=O)N2CCCC2)c1	73*	9	.	.	.
19	CCOc1ccc(OCCOCCN2CCc3ccccc3C2)cc1	-4	7	5	-1	8
20	COc1ccc(OC)c(-c2nc(C(=O)NCCCN3CCOCC3)cc3c2[nH]c2ccccc23)c1	13	5	1	-4	8
21	CCCCNC(=O)C1CCN(Cc2ccc(OCc3ccccc3)cc2)CC1	3	3	0	5	-28
22	COc1ccc(C(=O)OCC(=O)NC(=O)NCc2ccccc2)cc1[N+](=O)[O-]	10	7	7	-1	.
23	CN(C)C(CNC(=O)c1cccs1)c1ccco1 (centres undefined)	-5	2	0	-2	.
24	O=C(O)c1cccc(Cn2c(Cl)c(/C=N/NC(=O)c3cc4ccccc4cc3O)sc2=O)c1	29	20	-3	-3	1
25	COc1ccccc1N1CCN(C(=O)C(=O)c2cn(CC(=O)N3CCCC3)c3ccccc23)CC1	-5	-3	3	-1	15
26	CCn1cc(C2=NC(C)(C)CO2)c2ccccc21	8	1	-1	2	-3
27	CNC(=O)c1cc2ccc(OC)cc2oc1=O	4	-2	6	1	-1
28	Cc1sc2nc(COC(=O)CNC(=O)c3ccc(C(C)(C)C)cc3)[nH]c(=O)c2c1C	5	7	-12	-3	-12
29	CCn1cc(CCC(=O)NCCc2ccccc2)c2ccccc21	4	2	11	-1	3
30	Cc1ccc(NC(=O)c2ccc(NCC3CCCO3)c([N+](=O)[O-])c2)cc1Cl (centres undefined)	3	4	0	-1	-8

item	PAFAH1B3 FP inh	PREPL inhibitor	ZTA counter	pPAFAH inh
16	9	10	8	0
17	3	-1	1	1
18	10	5	.	4
19	4	1	12	2
20	10	7	9	18
21	-6	9	-6	-5
22	7	9	8	-3
23	-4	1	19	1
24	17	11	7	33*
25	-7	19	-11	-1
26	-1	4	8	0
27	5	-13	3	6
28	-5	-5	6	1
29	13	12	-1	5
30	0	-1	9	-1

Carrying on.
item	compound	PAFAH2 inh	PAFAH1B2 FP inh	LYPLA2 inh	LYPLA1 inh	EBNA-1 inh
31	CC1CN(C2=NC(=O)/C(=C/c3ccncc3)S2)CC(C)O1 (centres undefined)	-4	0	8	3	11
32	CC1=NN(C(=O)c2ccccc2-n2cccc2)C(O)(C(F)(F)F)C1 (centres undefined)	-4	-1	-11	-6	-3
33	CCNc1nc(-c2cc(C)n(Cc3ccco3)c2C)cs1	10	5	-2	-2	-7
34	Cc1ccc(O)c(C(=O)c2cnc3c(c2)c(-c2ccc(F)cc2)c(C#N)c(=O)n3C)c1	-9	-7	-8	-4	2
35	CC(=O)C1C(c2ccc(C)cc2)c2c(n[nH]c2C)CC1(C)O (centres undefined)	-2	4	-1	-1	16
36	CCCCN(CCCNC(=O)C1CCN(S(=O)(=O)CC)CC1)c1ccccc1	5	3	2	1	0
37	CCSc1ncc(Cl)c(C(=O)Nc2ccccc2F)n1	10	2	1	2	-10
38	O=C(Nc1cccc(O)c1)c1cc(S(=O)(=O)N2CCCC2)ccc1Cl	-5	2	-8	1	-14
39	CC(C)OCCCNc1ncnc2c1cnn2-c1ccccc1	5	-1	9	2	2
40	CCN(CC)CCCN(Cc1cc2cc3c(cc2[nH]c1=O)OCO3)C(=S)NCc1ccco1	-1	7	3	-1	-2
41	CCn1cc(C(=O)OCc2cccc(Br)c2)c(=O)c2ccc(C)nc21	26	-3	4	1	1
42	CC/C(=N\Nc1ccc([N+](=O)[O-])cc1)c1ccccc1	-4	3	-13	-4	-2
43	COc1cccc(CNc2nc3ccccc3n2C)c1O	3	6	1	-6	-4
44	O=C1NC(c2ccccc2)=N/C1=C/c1ccco1	-1	0	-4	-3	4
45	COC(=O)c1ccc(-c2ccc(F)cc2)nc1C	2	0	1	2	2

item	PAFAH1B3 FP inh	PREPL inhibitor	ZTA counter	pPAFAH inh
31	7	9	0	3
32	-4	-4	1	-4
33	6	20	-24	21
34	-2	10	9	10
35	-2	-8	8	4
36	-2	22	8	28*
37	1	-7	-4	5
38	-1	23	-4	-4
39	1	-14	-9	5
40	4	18	-8	-3
41	10	18	-14	7
42	5	-6	-6	4
43	9	-10	-3	5
44	5	1	-10	12
45	6	-14	1	0

The list goes on.
item	compound	PAFAH2 inh	PAFAH1B2 FP inh	LYPLA2 inh	LYPLA1 inh	EBNA-1 inh
46	CCc1cccc(NC(=S)N2CCC(c3ccccc3)C2)c1 (centres undefined)	3	0	0	1	-2
47	COc1ccc(NC(=O)CSc2nnc(-c3ccccc3)n2Cc2ccco2)cc1OC	-3	-2	-1	-1	5
48	C/C(=N\Nc1nc2ccccc2[nH]1)c1ccc(C)o1	5	7	6	1	8
49	Cc1ccc2nc(-c3ccccn3)oc2c1	9	0	4	1	-1
50	N#Cc1cc2c(nc1S(=O)(=O)Cc1ccccc1)CCCC2	10	3	5	1	-1
51	C=CCn1c(C)cc(C2=NNC(=NCc3ccccc3)SC2)c1C	4	7	-1	1	16
52	CCc1cccc(C)c1NC(=O)CSc1n[nH]c(N)n1	2	5	.	.	.
53	O=c1[nH]c2ccc(Br)cc2c(-c2ccccc2)c1N1CCOCC1	8	-2	5	2	13
54	CN1C(=O)/C(=C/c2ccccc2F)Sc2ccc(C(=O)NCC3CCCO3)cc21 (centres undefined)	6	-5	13	-4	-15
55	COC(=O)[C@H]1C[C@@H]1[C@H](N)c1ccccc1	1	8	-2	-2	5
56	Cc1ccc(C)c(NC(=O)CS(=O)(=O)c2cn(C)c3ccccc23)c1	2	-6	10	2	6
57	c1ccc(Cn2c(NCc3ccccn3)nc3ccccc32)cc1	2	1	9	3	8
58	CCOC(=O)N1CCc2c(sc3nc4n(c(=O)c23)N=C(C)CS4)C1	4	-2	8	1	5
59	CSc1ccc(C2=CC(=O)C[C@H](c3ccc(Cl)cc3)C2)cc1	-6	-2	-2	-7	.
60	CC(C)CC(C(=O)NCC1CCCO1)N(C(=O)Cn1nnc(-c2ccc(F)cc2)n1)c1ccccc1F (centres undefined)	6	4	2	1	-7

item	PAFAH1B3 FP inh	PREPL inhibitor	ZTA counter	pPAFAH inh
46	-3	-6	5	2
47	7	5	11	7
48	14	12	4	5
49	6	-9	0	3
50	3	15	-5	0
51	-3	26	16	20
52	14	0	.	5
53	0	3	3	5
54	6	-2	1	11
55	4	0	14	0
56	6	20	-12	5
57	4	2	-33	2
58	-6	17	-19	3
59	4	-6	1	-3
60	4	38	7	1

Limited to PAFAH1B3 FP inh and LYPLA2 inh, for two of the compounds above:
entry | mol | PAFAH1B3 FP inh | LYPLA2 inh
60 | CC(C)CC(C(=O)NCC1CCCO1)N(C(=O)Cn1nnc(-c2ccc(F)cc2)n1)c1ccccc1F (centres undefined) | 4 | 2
50 | N#Cc1cc2c(nc1S(=O)(=O)Cc1ccccc1)CCCC2 | 3 | 5

Next section
item	compound	PAFAH2 inh	PAFAH1B2 FP inh	LYPLA2 inh	LYPLA1 inh	EBNA-1 inh
61	N=c1oc2ccc(Br)cc2cc1C(=O)NCc1ccccc1	0	4	1	-2	5
62	CC(=O)N1CCN(CC(=O)Nc2cc(F)ccc2C)CC1	9	0	-1	-1	2
63	CCN1CCN(C(CNS(=O)(=O)c2cccs2)c2cccnc2)CC1 (centres undefined)	0	2	-6	-1	4
64	COc1cccc(NC(=O)C(=O)c2cn(CC(=O)N3CCOCC3)c3ccccc23)c1	5	1	-4	-4	-18

item	PAFAH1B3 FP inh	PREPL inhibitor	ZTA counter	pPAFAH inh
61	-2	6	9	5
62	13	2	-1	-1
63	16	2	3	8
64	4	3	-4	-11

Not all compounds are listed (hit frequency here may not be typical).
